Screening results from PubChem.
HTR5A ag ctr = HTR5A agonism, opioid heterodimer counter-screen. AID 504692. activation, % at 9.3 µM. P47898. HTR5A agonist assay, luminescence, cell-based. 340,000 compounds, 0.61% hits; in the data active means activation mostly above about 9.5%, no sharp cut-off; inactive means mostly below about 7.6%;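 further: 0% = cells with vehicle only and 100% = reference agonist; strong numbers were not always called active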
Target sequence (P47898 whole entry, looked up): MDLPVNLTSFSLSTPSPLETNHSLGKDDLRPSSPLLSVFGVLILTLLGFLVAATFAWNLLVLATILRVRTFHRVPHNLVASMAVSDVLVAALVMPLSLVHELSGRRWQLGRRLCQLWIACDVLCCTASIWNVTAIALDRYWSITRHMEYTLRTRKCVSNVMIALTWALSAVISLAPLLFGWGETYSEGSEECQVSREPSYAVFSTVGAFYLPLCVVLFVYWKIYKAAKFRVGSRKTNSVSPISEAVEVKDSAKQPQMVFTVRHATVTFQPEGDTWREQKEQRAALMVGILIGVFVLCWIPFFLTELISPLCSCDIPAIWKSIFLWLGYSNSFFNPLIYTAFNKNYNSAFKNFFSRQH
PKA-R2B activ = activates the human PKA-R2B holoenzyme complex | P22694+P31323 | PKA-R2B holoenzyme dissociation, Cy5-IP20 fluorescence polarization; R2B truncated from residue 108, S112A mutant; 0% DMSO only, 100% 113 µM cGMP | activation, % at 11.4 µM | 340,000 compounds, 0.079% hits;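 active means activation above a cutoff set at the mean over all compounds plus 3 SD, cut at about 18% in these data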;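 further: higher means more holoenzyme dissociation and a rise in polarization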
Target sequence (P31323 whole entry, looked up, other chains not shown, the tested form may be a part): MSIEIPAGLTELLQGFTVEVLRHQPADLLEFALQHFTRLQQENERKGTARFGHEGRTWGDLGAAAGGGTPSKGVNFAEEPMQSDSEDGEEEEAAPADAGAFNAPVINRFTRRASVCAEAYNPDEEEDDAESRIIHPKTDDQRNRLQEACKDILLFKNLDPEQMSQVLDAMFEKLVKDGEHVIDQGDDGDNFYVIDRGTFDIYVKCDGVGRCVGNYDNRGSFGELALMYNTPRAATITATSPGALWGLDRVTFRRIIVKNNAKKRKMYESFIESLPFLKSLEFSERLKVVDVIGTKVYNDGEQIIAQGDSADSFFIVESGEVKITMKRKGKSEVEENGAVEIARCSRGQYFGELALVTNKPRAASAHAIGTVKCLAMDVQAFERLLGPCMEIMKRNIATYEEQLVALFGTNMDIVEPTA
Ecoli viability = reduces bacterial viability in AddAB counter-screen; inhibition, % at 11.9 µM; AID 449728; 330,000 compounds, 0.27% hits; E. coli V3065 growth, OD600 absorbance, 18 h;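 active means inhibition above the campaign's mean inhibition across all tested compounds plus 3 SD, cut at about 9.9% in these data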;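 further: uninfected addAB+ strain grown without phage in ampicillin broth; 0% = DMSO wells and 100% = ciprofloxacin 0.95 µg/ml wells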
HTR5A inv ag = HTR5A inverse agonism, opioid heterodimer counter-screen | P47898 | HTR5A cell line, luminescence | 340,000 compounds, 0.083% hits | inhibition, % at 9.3 µM; in the data active means inhibition mostly above about 23%, no sharp cut-off; inactive means mostly below about 18%;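 further: 0% = cells with DMSO and 100% = no-cell wells with DMSO; some compounds called inactive have numbers as strong as hits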
Tat transport = blocks Tat-dependent protein export in E. coli. E. coli MC4100 TorA-mCherry Tat export, fluorescence. inhibition, % at 10 µM. 340,000 compounds, 0.036% hits;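 active means mean replicate inhibition at least 50% and at least half of replicates individually reaching 50%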;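 further: exported cargo escapes ClpAP degradation while cytoplasmic cargo is degraded and loses fluorescence; 0% = median of neutral control wells and 100% = median of NaSCN control wells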
DAGLB inhibitor = diacylglycerol lipase beta (human) inhibition; Q8NCG7; HEK293T DAGLB membrane lysate, EnzChek fluorogenic substrate; inhibition, % at 5.17 µM; 340,000 compounds, 0.059% hits; AID 504411; in the data active means inhibition above about 34%;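 further: 0% = enzyme with vehicle and 100% = wells lacking enzyme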
AddAB inh = less growth of phage-infected E. coli with AddAB; E. coli expressing H. pylori AddAB, absorbance growth; inhibition, % at 11.9 µM; 330,000 compounds, 0.29% hits; in the data active means inhibition above about 12%;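 further: 0% = vehicle wells of infected cells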
CDK5 p35 inh = blocks human CDK5/p35 kinase activity | Recombinant CDK5/p35, ADP-Glo luminescence, 60 min | inhibition, % at 10 µM | 330,000 compounds, 0.01% hits;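 active means highest replicate inhibition of at least 50% and at least 75% of replicates reaching 50%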;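 further: plate controls were DMSO neutral control for no effect and GW8510 at 10 µM for full effect; many of its hits are not listed in these tables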
Mot1-301 SUMO = blocks SUMOylation pathway, rescuing yeast Mot1-301 growth | 320,000 compounds, 1% hits | growth rescue, % at 18.8 µM | AID 2716 | S. cerevisiae Mot1-301 growth rescue, ATP luminescence, 38.5C; percent above DMSO median, 100 means doubled;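 active means every valid replicate shows activation above 250% relative to neutral control wells; inactive means the rest, any valid replicate at or below 250%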;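 further: OY570 slx delta 5 strain wells were the positive control but not used for scaling; some compounds called inactive have numbers as strong as hits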
phage Ecoli inh = E. coli growth loss with phage present | growth absorbance | AID 651602 | inhibition, % at 11.9 µM | 360,000 compounds, 0.26% hits; in the data active means inhibition above about 11%
PKA-R1A act = activates the PKA-R1A holoenzyme complex; P00514+P68181; PKA-R1A dissociation, Cy5-IP20 fluorescence polarization; scaled: DMSO 0%, 113 µM cGMP 100%; activation, % at 11.4 µM; 340,000 compounds, 0.083% hits;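 active means percent activation above the mean of all tested compounds plus 3 SD, cut at about 19% in these data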;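 further: higher means more PKAc released from R1A so a rise in polarization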
Active calls of the source: *.

Screening COC(=O)c1ccc(CNC(=O)c2c3c(nc4ccccc24)CCN(Cc2ccccc2)C3)cc1 returned HTR5A ag ctr 2, PKA-R2B activ 4, Ecoli viability 1.3, HTR5A inv ag -11, Tat transport 5, DAGLB inhibitor 1, AddAB inh 3.2, CDK5 p35 inh 1.2, Mot1-301 SUMO 7, phage Ecoli inh -0.7 and PKA-R1A act 2.
CCSc1nnc(NC(=O)c2csc3c2CCC(C)C3)s1 (stereo unspecified) was read as HTR5A ag ctr -4, PKA-R2B activ -9, Ecoli viability -2.0, HTR5A inv ag 6, Tat transport 3, DAGLB inhibitor -1, AddAB inh 0.8, CDK5 p35 inh -1.0, Mot1-301 SUMO 109, phage Ecoli inh 6.4 and PKA-R1A act -5.
Cc1nn(C)cc1-c1csc(N)n1 was read as HTR5A ag ctr -4, PKA-R2B activ -4, Ecoli viability 1.4, HTR5A inv ag 2, Tat transport -2, DAGLB inhibitor 0, AddAB inh 6.8, CDK5 p35 inh -2.9, Mot1-301 SUMO -2, phage Ecoli inh 0.4 and PKA-R1A act -4.
Screening COc1ccc(C2=NN(C(=O)CSC3=NN4CCCC(=O)N=C4S3)C(c3cccc(OC)c3OC)C2)cc1 (stereo unspecified) returned HTR5A ag ctr 0, PKA-R2B activ 10, Ecoli viability -0.9, HTR5A inv ag -20, Tat transport 3, DAGLB inhibitor 1, AddAB inh -2.1, CDK5 p35 inh -0.6, Mot1-301 SUMO -10, phage Ecoli inh 0.4 and PKA-R1A act 5.
`O/N=C(\c1ccc(Cl)cc1)c1cc2ccccc2o1` gave HTR5A ag ctr 1, PKA-R2B activ -16, Ecoli viability 4.5, HTR5A inv ag 6, Tat transport 16, DAGLB inhibitor -8, AddAB inh 3.7, CDK5 p35 inh 0.8, Mot1-301 SUMO 18, phage Ecoli inh 1.8 and PKA-R1A act -1.
`C=CCC[C@@H](Cc1ccc(F)cc1)C(=O)OC[C@@H](Cc1c[nH]c2ccccc12)NC(=O)[C@H](CC=C)CC(=O)N[C@H](CO)Cc1ccccc1` gave HTR5A ag ctr 9, PKA-R2B activ -1, Ecoli viability -2.5, HTR5A inv ag -63, Tat transport -10, DAGLB inhibitor 4, AddAB inh 0.6, CDK5 p35 inh -0.3, Mot1-301 SUMO -35, phage Ecoli inh 0.2 and PKA-R1A act -1.
CCO[C@H]1OC(C(=O)N2CCN(Cc3ccc4c(c3)OCO4)CC2)=C[C@@H](c2ccc(C(F)(F)F)cc2)[C@@H]1CCCO was read as HTR5A ag ctr -2, PKA-R2B activ -2, Ecoli viability -3.9, HTR5A inv ag -10, Tat transport 22, DAGLB inhibitor -6, AddAB inh -2.1, CDK5 p35 inh 2.4, Mot1-301 SUMO -12, phage Ecoli inh 0.9 and PKA-R1A act -3.
Screening COc1cc(O)c(NC(C)=O)c2nonc12 returned HTR5A ag ctr -4, PKA-R2B activ -2, Ecoli viability -0.2, HTR5A inv ag 17, Tat transport -6, DAGLB inhibitor -1, AddAB inh 1.1, CDK5 p35 inh -1.9, Mot1-301 SUMO 33, phage Ecoli inh -0.6 and PKA-R1A act -3.
CCOC(=O)C1(Cc2cccc(F)c2)CCN(C(=O)C2CCCO2)CC1 (stereo unspecified) was read as HTR5A ag ctr 2, PKA-R2B activ -7, Ecoli viability -0.6, HTR5A inv ag -9, Tat transport 4, DAGLB inhibitor -2, AddAB inh 0.3, CDK5 p35 inh -2.1, Mot1-301 SUMO -20, phage Ecoli inh 2.7 and PKA-R1A act -5.
Screening CC(C)(C)C(=O)Nc1c2c(nn1-c1ccc(F)cc1)CSC2 returned HTR5A ag ctr 0, PKA-R2B activ 0, Ecoli viability -0.1, HTR5A inv ag 2, Tat transport -3, DAGLB inhibitor 0, AddAB inh 1.2, CDK5 p35 inh 0.3, Mot1-301 SUMO -3, phage Ecoli inh 1.6 and PKA-R1A act 6.
Screening Cc1nc2c(-c3ccccc3)c(C)nn2c(C)c1CCC(=O)NCc1ccco1 returned HTR5A ag ctr -2, PKA-R2B activ -13, Ecoli viability -1.3, HTR5A inv ag 7, Tat transport -14, DAGLB inhibitor 1, AddAB inh 0.2, CDK5 p35 inh -3.1, Mot1-301 SUMO 3, phage Ecoli inh 3.6 and PKA-R1A act -9.
For Cc1nonc1NC(=O)CSc1cn[nH]n1 the results were HTR5A ag ctr 2, PKA-R2B activ 2, Ecoli viability -2.7, HTR5A inv ag -35, Tat transport 0, DAGLB inhibitor -4, AddAB inh 1.1, CDK5 p35 inh 0.5, Mot1-301 SUMO -9, phage Ecoli inh -0.1 and PKA-R1A act -12.
Screening CCOC(=O)c1cc2sccc2n1CC(=O)N1CCCc2ccccc21 returned HTR5A ag ctr 6, PKA-R2B activ 8, Ecoli viability -0.9, HTR5A inv ag 19, Tat transport 2, DAGLB inhibitor -11, AddAB inh 0.5, CDK5 p35 inh -3.5, Mot1-301 SUMO -7, phage Ecoli inh 3.0 and PKA-R1A act -2.
Screening CCn1c(CNC(=O)c2ccc(OC)cc2)nnc1SCC(=O)c1ccccc1 returned HTR5A ag ctr -7, PKA-R2B activ 11, Ecoli viability 0.9, HTR5A inv ag 16, Tat transport -3, DAGLB inhibitor 1, AddAB inh 3.5, CDK5 p35 inh 0.4, Mot1-301 SUMO -10, phage Ecoli inh 1.4 and PKA-R1A act 5.
For CC1=C/C(=N\NC(=O)c2cccs2)CC(C)(C)C1 the results were HTR5A ag ctr 2, PKA-R2B activ -2, Ecoli viability -2.2, HTR5A inv ag -5, Tat transport -2, DAGLB inhibitor 2, AddAB inh -1.1, CDK5 p35 inh -3.2, Mot1-301 SUMO 9, phage Ecoli inh -1.3 and PKA-R1A act -13.
Cn1c(=O)n(C)c2cc(N3CCOCC3)c(NC(=O)c3cccc(Cl)c3)cc21 was read as HTR5A ag ctr 2, PKA-R2B activ -1, Ecoli viability 0.8, HTR5A inv ag 17, Tat transport 4, DAGLB inhibitor 1, AddAB inh 2.7, CDK5 p35 inh 0.9, Mot1-301 SUMO 7, phage Ecoli inh -1.1 and PKA-R1A act -2.
`CCn1c2ccccc2c2nnc(SCC(=O)NCc3cccs3)nc21` gave HTR5A ag ctr 3, PKA-R2B activ 5, Ecoli viability -1.5, HTR5A inv ag -7, Tat transport -4, DAGLB inhibitor -5, AddAB inh 1.9, CDK5 p35 inh 3.3, Mot1-301 SUMO 118, phage Ecoli inh 3.1 and PKA-R1A act 2.
`CCN1CCN(CCC(=O)Nc2ccccc2C)CC1` gave HTR5A ag ctr 2, PKA-R2B activ 8, Ecoli viability -1.3, HTR5A inv ag -6, Tat transport -9, DAGLB inhibitor 0, AddAB inh -1.9, CDK5 p35 inh 0.8, Mot1-301 SUMO 8, phage Ecoli inh 2.2 and PKA-R1A act -7.
`COc1ccc(OC)c(CCNC(=O)CS(=O)(=O)Cc2nc(-c3ccccc3Cl)oc2C)c1` gave HTR5A ag ctr 2, PKA-R2B activ -8, Ecoli viability -1.3, HTR5A inv ag -7, Tat transport 6, DAGLB inhibitor -2, AddAB inh 1.9, CDK5 p35 inh 0.6, Mot1-301 SUMO 24, phage Ecoli inh 3.6 and PKA-R1A act 0.
Screening CC(=O)Nc1ccc(NC(=O)c2ccccc2C)cc1 returned HTR5A ag ctr -1, PKA-R2B activ -7, Ecoli viability 3.0, HTR5A inv ag -3, Tat transport -3, DAGLB inhibitor -1, AddAB inh 3.0, CDK5 p35 inh 2.0, Mot1-301 SUMO -6, phage Ecoli inh 2.0 and PKA-R1A act 1.

Reprinted from the part before: 2 compounds; new compounds follow.
`COc1ccc(OC)c(CCNC(=O)CS(=O)(=O)Cc2nc(-c3ccccc3Cl)oc2C)c1` gave HTR5A ag ctr 2, PKA-R2B activ -8, Ecoli viability -1.3, HTR5A inv ag -7, Tat transport 6, DAGLB inhibitor -2, AddAB inh 1.9, CDK5 p35 inh 0.6, Mot1-301 SUMO 24, phage Ecoli inh 3.6 and PKA-R1A act 0.
Screening CC(=O)Nc1ccc(NC(=O)c2ccccc2C)cc1 returned HTR5A ag ctr -1, PKA-R2B activ -7, Ecoli viability 3.0, HTR5A inv ag -3, Tat transport -3, DAGLB inhibitor -1, AddAB inh 3.0, CDK5 p35 inh 2.0, Mot1-301 SUMO -6, phage Ecoli inh 2.0 and PKA-R1A act 1.
Cc1ccc(OCC(=O)NC(C)c2ccccc2)c([N+](=O)[O-])n1 (stereo unspecified) was read as HTR5A ag ctr 3, PKA-R2B activ 1, Ecoli viability 0.2, HTR5A inv ag 7, Tat transport -1, DAGLB inhibitor -1, AddAB inh 5.0, CDK5 p35 inh -0.7, Mot1-301 SUMO -9, phage Ecoli inh 3.3 and PKA-R1A act -4.
CC(C)(C)C1CCC(C(=O)OCC(=O)N2CCOCC2)CC1 (stereo unspecified) was read as HTR5A ag ctr 5, PKA-R2B activ -10, Ecoli viability 0.9, HTR5A inv ag -11, Tat transport -2, DAGLB inhibitor -3, AddAB inh 2.5, CDK5 p35 inh -0.2, Mot1-301 SUMO 6, phage Ecoli inh 4.7 and PKA-R1A act -12.
`O=S(=O)(Nc1ccc2c(c1)OCO2)c1ccc(F)c(F)c1` gave HTR5A ag ctr -2, PKA-R2B activ 3, Ecoli viability 0.9, HTR5A inv ag 9, Tat transport -10, DAGLB inhibitor 1, AddAB inh 2.3, CDK5 p35 inh 0.4, Mot1-301 SUMO 4, phage Ecoli inh 2.8 and PKA-R1A act 3.
COc1ccc(NS(=O)(=O)c2ccc(Br)cc2)cn1 was read as HTR5A ag ctr -1, PKA-R2B activ 9, Ecoli viability -0.8, HTR5A inv ag -11, Tat transport -6, DAGLB inhibitor -5, AddAB inh 2.8, CDK5 p35 inh -0.8, Mot1-301 SUMO -6, phage Ecoli inh 2.1 and PKA-R1A act -6.
For CCCOc1ccc(C(=O)NNC(=S)NC(=O)c2ccco2)cc1 the results were HTR5A ag ctr -2, PKA-R2B activ -3, Ecoli viability 1.5, HTR5A inv ag 1, Tat transport -3, DAGLB inhibitor 3, AddAB inh 3.8, CDK5 p35 inh -0.1, Mot1-301 SUMO -10, phage Ecoli inh 3.5 and PKA-R1A act -1.
For Cc1cc(C(=O)COC(=O)c2ccc3c(c2)NC(=O)CS3)c(C)n1CC1CCCO1 (stereo unspecified) the results were HTR5A ag ctr 4, PKA-R2B activ -6, Ecoli viability -2.0, HTR5A inv ag -13, Tat transport 3, DAGLB inhibitor 1, AddAB inh -1.9, CDK5 p35 inh -1.1, Mot1-301 SUMO 90, phage Ecoli inh 1.5 and PKA-R1A act -15.
For COc1ccc(CCNC(=O)CSc2nc3[nH]ncc3c(=O)n2-c2ccc(Cl)cc2Cl)cc1OC the results were HTR5A ag ctr -6, PKA-R2B activ 2, Ecoli viability 0.2, HTR5A inv ag 16, Tat transport -2, DAGLB inhibitor -1, AddAB inh -0.3, CDK5 p35 inh 1.2, Mot1-301 SUMO 6, phage Ecoli inh 4.1 and PKA-R1A act 6.
`COC(=O)c1ccc(NN=Nc2ccc(C)cc2)cc1` gave HTR5A ag ctr 2, PKA-R2B activ -2, Ecoli viability -3.8, HTR5A inv ag -17, Tat transport -9, DAGLB inhibitor 0, AddAB inh 1.2, CDK5 p35 inh 1.6, Mot1-301 SUMO 171, phage Ecoli inh 2.0 and PKA-R1A act -2.
